# ARNT-TACC3 inh = disrupts binding between human ARNT and TACC3. AlphaScreen His-ARNT PAS-B/GST-TACC3 binding, luminescence; TACC3 fragment carries E629A point mutation. inhibition, % at 9.99 µM. actives 0.66% (n = 390,000);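 active = mean inhibition of replicates at least 50% and at least half of replicates each reaching 50%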;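 note: 0% = complete ARNT plus TACC3 wells and 100% = ARNT alone without TACC3; many hits fall short of the cut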
# An asterisk follows results filed as active. An excerpt; the hit share may differ from the screen's.
SMILES,ARNT-TACC3 inh
O=C(Cn1ncc2c3ccccc3n(Cc3ccccc3)c2c1=O)N1CCN(c2ncccn2)CC1,0
COc1ccc(Br)cc1/C=C/C(=O)Nc1c(C)cccc1C,2
COC(=O)c1cc2c(ccn2-c2ccc(F)cc2)n1Cc1ccc(OC)cc1,-3
COc1cc(NC(=S)N2CCN(c3ccccn3)CC2)c(OC)cc1Cl,20
CCOC(=O)Cc1nnc(Nc2cccc(O)c2)c2ccccc12,8
CC1=NN(C(=O)Cn2nc([N+](=O)[O-])cc2C)C(O)(C(F)(F)F)C1 (centres undefined),3
CC(NC(=O)COC(=O)CCc1ccc(S(=O)(=O)N2CCOCC2)cc1)C1CC2CCC1C2 (centres undefined),-6
Cc1ccc(CNC(=O)c2ccc(OCC3CCCO3)cc2)cc1 (centres undefined),-2
COc1ccccc1-c1ccc(NC2CCCCC2)nn1,8
O=C(CSc1nnc(-c2ccccc2)n1Cc1ccco1)NCc1ccc2c(c1)OCO2,-6
Cc1ccc(C)c(NC(NC(=O)c2cccnc2)C(Cl)(Cl)Cl)c1 (centres undefined),2
C/C(CC(=O)Nc1c(C)cc(C)cc1C)=N\NC(=O)OC(C)(C)C,-22
CN(CC(=O)N1CCN(c2ccc(F)cc2)CC1)S(=O)(=O)c1ccc(F)cc1,-4
CCCOc1cccc(-c2cc(C(=O)NN)c3ccccc3n2)c1,-7
CCOCCCNC(=O)CN1C(=O)/C(=C/c2ccccc2)Sc2ccccc21,-2
O=C1S/C(=C\C=C\c2ccco2)C(=O)N1c1ccccc1,13
CCCC(=O)NC(c1ccc2c(c1)OCO2)c1cc(Cl)c2cccnc2c1O (centres undefined),-5
CN1CCN(C(=O)N2CCNC2=O)CC1,-3
N#C/C(Cn1c[n+](NC(=O)Nc2ccccc2)cn1)=N/O,-3
CCn1c(NCc2ccccc2NS(=O)(=O)c2ccc(C)cc2)nc2ccccc21,-3
CCOC(=O)C1(C)/C(=N/Nc2ccccc2Cl)C(=O)C(=O)N1c1ccccc1 (centres undefined),-1
Cc1ccc(NC2=C(Cl)C(=O)OC2OC(C)C)c(C)c1 (centres undefined),13
Cc1ccc(C)c(C2C(C#N)=C(N)Oc3cc(C)oc(=O)c32)c1 (centres undefined),6
COc1ccccc1-n1c(=S)[nH]c2c(sc(=S)n2-c2ccc(C)cc2C)c1=O,4
C=CCc1cc(/C=C2/NC(=S)NC2=O)cc(OC)c1O,-1
C/C(N)=C(/C#N)C(=O)COC(=O)c1cc(-c2cccc3ccccc23)nc2ccccc12,-9
Fc1ccccc1N1CCN(Cc2cccnc2)CC1,-5
C=C(C)CSc1nnc(-c2ccccc2)n1N,-22
Cc1cc2nc(-c3ccc(NC(=O)c4cccnc4)cc3)oc2cc1C,-2
Cc1cc(Nc2ccc3c(c2)OCCO3)c2cc(Cl)ccc2n1,2
COc1ccc2[nH]c(=O)c(CN(CCCN(C)C)C(=O)Nc3ccc(F)cc3)cc2c1,-4
CCCCC(CCC(=O)Nc1ccccc1C(=O)OCC)C(=O)O (centres undefined),-8
Cc1ccc(CN(C(=O)c2csnn2)C(C(=O)NC2CCCC2)c2ccc(C)o2)cc1 (centres undefined),-1
COC(=O)CC(C(=O)Nc1cc(C(=O)OC)cc(C(=O)OC)c1)N1CCN(C)CC1 (centres undefined),-1
O=C(Nc1cccc(Cl)c1)NC1CCCCC1,0
Cc1[nH]n(-c2ccc(F)cc2)c(=O)c1/C=N/c1sc2c(c1C#N)CCCC2,-11
O=C(NCCc1ccccc1)Nc1cccc(Cl)c1,-9
COc1ccc(Cn2cnc3sccc3c2=O)cc1,-3
C/C(=N\NC(=O)c1cccc(N/N=C(\C)c2ccncc2)c1)c1ccncc1,6
COCCn1nnnc1C(c1ccccc1Cl)N1CCN(c2ccccc2OC)CC1 (centres undefined),2
COC(=O)CNC(=O)CN1C(=O)N(c2cccc(Cl)c2)C(N(O)C(=O)Nc2cccc(Cl)c2)C1(C)C (centres undefined),-12
CCOC(=O)c1ccc(NCc2nc3ccccc3n2C)cc1,24
Cc1ccnc(SCC(=O)c2ccc(Br)cc2)c1C#N,12
N/C(=N\OC(=O)Cc1ccccc1)c1ccc([N+](=O)[O-])cc1,-6
Cn1cccc1C(=O)C(=O)Nc1ccccc1,-3
FC(F)(F)c1nc2ccccc2n2c(-c3ccc(Cl)cc3)nnc12,-1
COc1ccc(NC(=O)/C(C#N)=C\C=C\c2ccco2)cc1,9
CCC(CC)c1nnc(NC(=O)c2c(C)nn(Cc3ccccc3Cl)c2C)s1,6
Cc1ccn2c(-c3csc(NCc4ccccc4)n3)c(C)nc2c1,18
O=C(NNc1ccccc1Br)C(=O)n1ccc2ccccc21,-1
O=C(NC1CCCCC1)C1CC(O)CN1C(=O)OCc1ccccc1 (centres undefined),-5
COc1ccccc1NC(=S)NC(=O)/C=C/c1ccco1,6
CCC(=O)NC(=S)Nc1ccc(OC)cc1OC,2
CC(C)(CO)NCC(=O)Nc1cc(C(F)(F)F)cc(NC(=O)CNC(C)(C)CO)c1Cl,0
Cc1ccc(N2C(=O)CSC2c2ccc3c(c2)OCO3)cc1 (centres undefined),-2
O=C1CN(c2nc(-c3ccccc3)c3ccccc3n2)c2ccccc2N1,-14
CC(=O)n1nc2nc(C)cc(C)c2c1N,-4
CC(C)Oc1ccc(-c2cc(=O)[nH]c(=O)[nH]2)cc1,-3
COc1ccc(CSCC(=O)Nc2ccc(S(=O)(=O)N3CCCCCC3)cc2)cc1,-2
CCOc1ccc(NC2=C(OC)C(=O)c3ccccc3C2=O)cc1,39

# Additional records.
SMILES,ARNT-TACC3 inh
CCOC(=O)N1CCN(CC(O)COc2c(C)cccc2C)CC1 (centres undefined),-9
CC(C)CCC(C)N=Cc1c(O)n(Cc2ccccc2)c(=O)c2ccccc12 (centres undefined),8
COc1ccc([N+](=O)[O-])cc1C(=O)Nc1ccc(OCC(=O)N2CCOCC2)cc1,6
O=C(Nc1nc2ccccc2[nH]1)c1cccc(S(=O)(=O)N2CCOCC2)c1,22
O=C1N=C(N2CCCC2)CN1c1ccccc1,-2
COc1ccc(NC(=O)CC2S/C(=N\c3nccs3)N(C)C2=O)cc1 (centres undefined),-3
CCC(=O)N1C(Cc2ccccc2)COC1(C)C (centres undefined),-1
COc1ccc(/C=C/C(=O)NCc2cn(C)nc2C)cc1COc1ccc(Br)cc1,-2
O=C(C(c1ccccc1)c1ccccc1)N(Cc1ccco1)C1CCS(=O)(=O)C1 (centres undefined),-3
NC(=O)c1c(NC(=O)CCCC(=O)O)sc2c1CCCCCC2,-3
CCCCN(C)C(=O)c1cc2cc3cc(OC)ccc3nc2o1,7
COC(=O)c1c(N)sc2c1CCN(c1ncc(C(F)(F)F)cc1Cl)C2,4
O=C(OC(C(=O)Nc1cc(Cl)cc(Cl)c1)c1ccccc1)C1=COCCO1 (centres undefined),3
Cc1nn(-c2ccccc2)c2c1C1(C(=O)N(C)c3ccccc31)C(C#N)=C(N)O2 (centres undefined),-7
O=C(C1CCN(Cc2ccc(Cl)cc2)CC1)N1CCN(C(c2ccccc2)c2ccccc2)CC1,5
O=C(NCc1ccccc1Cl)c1ccccc1Oc1ccccc1,-2
CCCCC(=O)NC(=S)Nc1cccc(NC(=O)c2ccco2)c1,1
CCCCc1nc(NCCN)c(C#N)c2c1CSC(C)(C)C2,-9
Cn1ncc2c(N3CCN(c4ccccc4F)CC3)ncnc21,4
O=C(Nc1nnc(C2CC2)s1)C1CC(=O)N(c2ccc3c(c2)OCCO3)C1 (centres undefined),0
CC(NC(=O)c1noc2c1CCCC2)c1ccccc1 (centres undefined),-5
CC(=O)/C=C/c1ccc2ccccc2n1,7
C=CCn1c(-c2csc(-c3ccc(Cl)cc3)n2)n[nH]c1=S,2
CC(C)(CS(=O)(=O)[O-])NC(=O)CC[N+](C)(C)CCO,-1
CC(=O)NCc1cc(-c2nn(C)c(=O)c3ccccc23)ccc1C,-5
Cc1ccccc1Nc1nc(N)nc(COC(=O)c2ccc(S(=O)(=O)N(C)C)cc2)n1,6
COc1cc(OC)cc(C(=O)N[C@H](C(=O)OCC(=O)Nc2cccc(F)c2)C(C)C)c1,3
COC(=O)CON1C(=O)c2ccccc2C1=O,-6
O=C(CSc1nc2ccccc2s1)Nc1ccc(N2CCOCC2)c(Cl)c1,-2
COc1cc(C(=O)NC(=S)Nc2ccc(N3CCCC3)cc2)cc(OC)c1OC,1
O=c1[nH]c2cc3c(cc2cc1CN(CC1CCCO1)S(=O)(=O)c1ccccc1)OCCO3 (centres undefined),-3
Cc1nn(-c2ccccn2)c2nc(-c3cccs3)cc(C(=O)N3CCOCC3)c12,6
CCn1c(-c2ccc(C)cc2)nn(CC(=O)NCCc2ccccc2)c1=S,2
Cc1cc(C)c2nc(SC(C)C#N)cc(C)c2c1 (centres undefined),-10
Nc1cc(N)nc(SCc2cc(=O)oc3cc4c(cc23)CCC4)n1,-8
COc1ccc(/C=N/NC(=O)C(=O)NCc2cccnc2)cc1OC,-2
COc1ccc(-c2nnn(CC(=O)N(CC(=O)NC3CCCC3)Cc3cccs3)n2)cc1OC,0
CCOc1ccc(CCNC(=O)c2ccc(N3CCCC3=O)cc2)cc1OCC,-29
CCOc1ccc(NC(=S)Nc2ccc3nsnc3c2)cc1,39
Cc1ccc(NC(=O)C2SC(=Nc3ccccc3)C(C(=O)Nc3ccc(Cl)cc3)=C2N)cc1 (centres undefined),0
Cc1cc(=O)oc(C)c1C(=O)NCc1ccccn1,6
O=C(CNC(=O)C1CCCCC1)Nc1ccccc1,-2
NC(=O)CN(c1ccc(Cl)cc1)S(=O)(=O)c1ccccc1,1
O=C(CCc1ccc(S(=O)(=O)N2CCOCC2)cc1)Nc1nccs1,-4
Cc1cc(O)c(/C=N/Nc2cccc(Cl)c2)c(=O)o1,3
COc1ccc(C(F)(F)F)cc1N/C=C\c1nnnn1-c1ccc(C)cc1,-1
COC(=O)c1sccc1NC(=O)c1cccc(OC)c1,-6
COc1cccc(/C=N/NC(=O)c2cc(C34CC5CC(CC(C5)C3)C4)[nH]n2)c1,-1
COc1ccc(/C=C/C(=O)c2ccccc2)cc1Cn1nnc2ccccc21,-4
O=C(O)C1CC=CCC1C(=O)N1CCN(c2nc(-c3ccccc3)c3ccccc3n2)CC1 (centres undefined),-10
CCCNC(=O)Cc1c(OC)ccc2cc(Br)ccc12,0
CN(Cc1ccccc1)C(=C(Cl)Cl)C(=C1NCCN1)[N+](=O)[O-],11
N#CC1=C(N)SC(N)=C(C#N)C1c1ccnc2ccccc12,6
COc1ccccc1C(=O)Nc1ccc2nc(SCC(=O)N(C)C)sc2c1,-10
Cc1ccc(NC(=O)CSc2nnc3n2CCCCC3)cc1,-11
NC(N)=N/N=C/c1ccccc1,13
COc1ccc(NC(=O)c2n[nH]c(=O)c3ccccc23)cc1S(=O)(=O)N1CCCCC1,0
CCOc1ccc(NC(=O)C(c2ccccn2)N(C(=O)CCl)c2ccc(F)cc2)cc1 (centres undefined),8
Cc1cc(SCc2cc(=O)[nH]c3ccccc23)nc2ccccc12,-6
N#Cc1ccccc1CN1C(=O)S/C(=C/c2cccn2-c2ccc(C(=O)O)cc2)C1=O,1

# Following part.
SMILES,ARNT-TACC3 inh
c1coc(-c2nc3nc4ccccc4n3nc2-c2ccco2)c1,13
CC1(C)Cc2nc3oc4c(=S)nc[nH]c4c3cc2CO1,2
Cc1ccc(F)cc1NC(=O)Cc1nn(C)c(=O)c2ccccc12,0
O=C(CCCOc1ccccc1)N1CCN(S(=O)(=O)c2cccs2)CC1,-1
Cc1cccc(/C=N\Nc2nnc(-c3ccccc3)c(=O)[nH]2)c1,4
CN(C)S(=O)(=O)c1ccc(Oc2ccccc2)cc1,0
CC1=NN(c2ccc(C)c(C)c2)C(=O)/C1=C/c1ccc2c(c1)n(C)c(=O)n2C,2
c1ccc(C(c2ccccc2)N2CCN(C(c3ccccn3)c3nnnn3C3CCCC3)CC2)cc1 (centres undefined),-3
COCCCN(CCCN)Cc1ccco1,13
COc1ccc(CCn2c(-c3cc([N+](=O)[O-])cc([N+](=O)[O-])c3)nc3nc4ccccc4nc32)cc1OC,-2
CCOc1ccc(NC(=O)CSc2ccc(-c3ccccn3)nn2)cc1,26*
CCCCOc1ccc(-c2c(C(=O)Nc3ccccc3)c(C)[nH]c(=S)c2C#N)cc1,10
Nc1ccccc1Nc1cc(-c2cccc(Cl)c2)nn1-c1ccccc1,9

# From PubChem BioAssay
